# Source: PubChem BioAssay
# RAD52 anneal inh: blocks human RAD52 DNA annealing; P43351; recombinant RAD52 DNA annealing, FRET fluorescence; inhibition, % at 18.7 µM; 360,000 compounds, 0.46% hits; AID 651710;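 active means every replicate showing at least 50% inhibition; inconclusive means mean inhibition at least 50% but not in every replicate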
# RAD54 branch: blocks human RAD54 Holliday junction branch migration; Q92698; FAM/BHQ fluorescence; inhibition, % at 10.4 µM; 360,000 compounds, 0.14% hits; AID 602329;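 active means mean normalized replicate activity at least 40 and at least half of replicates scoring 40 or more; inconclusive means only one of the two criteria met; inactive means mean below 40 and under half of replicates reaching 40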;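 further: 0% = median of neutral control wells and 100% = median of positive control wells; inhibitors cause a drop in the FAM fluorescence signal; in these data hits start at about 50%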
# Target sequence (Q92698 whole entry, looked up): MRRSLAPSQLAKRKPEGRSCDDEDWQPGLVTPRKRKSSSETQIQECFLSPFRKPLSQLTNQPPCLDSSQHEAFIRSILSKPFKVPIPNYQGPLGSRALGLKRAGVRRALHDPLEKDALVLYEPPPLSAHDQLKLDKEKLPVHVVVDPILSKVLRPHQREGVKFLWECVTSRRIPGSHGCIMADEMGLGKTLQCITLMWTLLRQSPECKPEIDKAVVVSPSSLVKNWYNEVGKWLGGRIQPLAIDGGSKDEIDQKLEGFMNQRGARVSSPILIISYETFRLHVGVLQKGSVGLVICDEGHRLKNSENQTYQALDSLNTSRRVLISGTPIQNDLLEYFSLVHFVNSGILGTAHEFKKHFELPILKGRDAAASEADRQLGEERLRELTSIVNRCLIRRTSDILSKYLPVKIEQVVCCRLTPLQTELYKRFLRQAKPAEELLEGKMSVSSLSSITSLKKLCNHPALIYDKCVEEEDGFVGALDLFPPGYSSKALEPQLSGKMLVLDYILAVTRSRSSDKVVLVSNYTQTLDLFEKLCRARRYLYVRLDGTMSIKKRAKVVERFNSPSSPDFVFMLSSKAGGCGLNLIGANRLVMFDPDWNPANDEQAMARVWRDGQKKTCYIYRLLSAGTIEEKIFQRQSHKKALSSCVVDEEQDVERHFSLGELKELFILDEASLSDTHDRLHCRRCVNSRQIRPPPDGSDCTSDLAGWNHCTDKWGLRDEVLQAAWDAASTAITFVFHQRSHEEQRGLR
# PglD inh: blocks C. jejuni PglD acetyltransferase activity | purified PglD enzyme, DTNB colorimetric CoA detection | inhibition, % at 12.5 µM | 360,000 compounds, 0.098% hits; in the data active means inhibition above about 16%, passing the limit was not always enough; inconclusive means no clear call, values can overlap the other calls; further: strong numbers were not always called active
# esBAF inh: SWI/SNF esBAF complex inhibition; AID 602393; reporter increase, % at 12.5 µM; mouse ES cells, Bmi1-luciferase knock-in reporter, 24 h; 100% = twice the neutral-well signal; 350,000 compounds, 2% hits; in the data active means activation above about 40%; inconclusive means no clear call, values can overlap the other calls;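 further: 0% = median of the plate's neutral control wells and 100% = double that signal; a rise in the Bmi1 reporter signal indicates esBAF inhibition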
# Casp6 inh: blocks human caspase-6 cleavage activity; inhibition, % at 12.5 µM; 350,000 compounds, 0.53% hits; purified caspase-6, Z-VEID-R110 cleavage fluorescence;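 active means mean inhibition across replicates at least about 35%, with every replicate also reaching that limit, limit read from the data; inconclusive means only one of the two criteria met; inactive means neither criterion met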;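 further: 0% = median of neutral control wells and 100% = no fluorescence left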
# Target sequence (P55212 24-179 limits assumed): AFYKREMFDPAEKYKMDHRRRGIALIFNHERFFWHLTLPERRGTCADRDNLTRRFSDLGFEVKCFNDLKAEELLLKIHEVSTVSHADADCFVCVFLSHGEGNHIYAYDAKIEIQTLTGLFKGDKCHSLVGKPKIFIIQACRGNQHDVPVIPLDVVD
# Target sequence (P55212 194-293 limits assumed): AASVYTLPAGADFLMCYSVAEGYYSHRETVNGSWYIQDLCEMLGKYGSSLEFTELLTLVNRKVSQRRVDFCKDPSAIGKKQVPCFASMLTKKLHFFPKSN
# E-sel inducer: induces E-selectin expression in human endothelial cells | AID 686992 | activation, % at 7.58 µM | 260,000 compounds, 0.37% hits | HUVEC E-selectin immunofluorescence imaging; normalized: neutral wells 0, TNF-alpha wells 100 | P16581;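 active means mean E-selectin-positive cell signal at least 10% of the positive control, reached in at least 60% of replicates, without over 20% cell loss; inconclusive means no rule given, readout overlaps actives, possibly toxicity-flagged; inactive means the rest, including those meeting only one limit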;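 further: in these data hits start at about 27%; measured in HUVEC primary endothelial cells; signal is the percent of cells scored E-selectin positive by PE staining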
#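 System: HUVEC, human umbilical vein endothelial cells; quantity: 3,000 cells/well; buffer or medium: EGM-2 medium, gelatin-coated wells; dosing: single-point compound dose; detection: immunofluorescence imaging; evaluation: % PE-positive cells; benchmarks: TNF-alpha, DMSO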
# ERp5 inh: inhibitors of human ERp5; Q15084; ERp5 insulin aggregation, absorbance 650 nm, 90 min; inhibition, % at 9.99 µM; 350,000 compounds, 0.05% hits; AID 651711;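 active means mean replicate inhibition above about 25%, with every replicate also reaching it, limit read from the data, passing the limit was not always enough; inconclusive means only one of those two criteria met; inactive means neither criterion met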
# ARNT TACC3 PPI: disrupts binding between human ARNT and TACC3; 390,000 compounds, 0.66% hits; inhibition, % at 9.99 µM; Q9Y6A5; AlphaScreen His-ARNT PAS-B/GST-TACC3 binding, luminescence; TACC3 fragment carries E629A point mutation; AID 623870;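 active means mean inhibition of replicates at least 50% and at least half of replicates each reaching 50%; inconclusive means half or more replicates reach 50% but mean below 50%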;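 further: 0% = complete ARNT plus TACC3 wells and 100% = ARNT alone without TACC3; many hits fall short of the cut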
# * = called active by the depositor; ? = inconclusive; · = no result given; & = joins results of further samples.
SMILES,RAD52 anneal inh,RAD54 branch,PglD inh,esBAF inh,Casp6 inh,E-sel inducer,ERp5 inh,ARNT TACC3 PPI
Nc1[nH]c(C(=O)c2ccc(Cl)cc2)c(-c2ccc(Br)cc2)c1C(=O)c1c[nH]c2ccc(F)cc12,-5,·,·,·,-6,0.0,4,·
COCCCNC(=S)Nc1ccc(C)cc1[N+](=O)[O-],-3,·,·,15,-1,4.2,-2,-3
CC1CCCC(C)N1C(=O)c1ccc(S(=O)(=O)NCc2ccco2)cc1 (centres undefined),-8,-10,0,-2,0,0.2,-9,10
O=C(C=Cc1ccccn1)c1ccccc1O,-18,-6,1,35,1,0.8,-3,-4
C[C@@H]1CN([C@H](C)CO)C(=O)c2cccc(NC(=O)C3CCOCC3)c2O[C@@H]1CN(C)C(=O)Nc1ccccc1,-9,-4,-3,2,1,-3.7,-2,-9
O=C(NC(=O)c1ccccc1F)OCc1ccc(Cl)cc1Cl,-5,·,·,·,1,·,-3,-11
Cc1ncc(C(=O)Nc2ccccc2)[nH]1,-2,-4,-2,33,-5,1.4,4,-7
CC(=O)c1ccccc1NC(=O)C1CCCN(C(=O)c2ccc(Cl)cc2)C1 (centres undefined),-5,0,-2,-2,2,0.6,-5,-2
Cc1ccccc1-c1nnnn1C1CCS(=O)(=O)C1 (centres undefined),-10,·,·,·,-2,4.6,2,·
CC1(C(=O)NS(=O)(=O)c2ccc(F)cc2F)CCN1C(=O)c1ccccc1 (centres undefined),2,6,-3,3,1,-0.2,2,·
Cn1cnc(S(=O)(=O)N2C[C@@H](O)COC[C@@H]3O[C@H](CC(=O)NC4Cc5ccccc5C4)CC[C@H]32)c1,-1,6,-1,-3,-2,-0.1,-1,1
COc1ccc(S(=O)(=O)Nc2cccc3c2O[C@H](CN(C)S(=O)(=O)c2cccs2)[C@@H](C)CN([C@H](C)CO)C3=O)cc1,-4&0,-4&1,-1&8,-3&1,-2&1,-1.1&-0.2,3&-3,-2&-2
CCOC(=O)C1(CCOc2ccccc2)CCN(Cc2ccc(-n3cccn3)cc2)CC1,14,0,3,-3,-2,·,4,8
COc1ccc(S(=O)(=O)Nc2cccc3c2O[C@@H](CN(C)Cc2ccc(Oc4ccccc4)cc2)[C@H](C)CN([C@@H](C)CO)C3=O)cc1,11,0,2,-1,-2,-0.2,5,1
O=C(NCc1ccc(F)cc1)C1CCCN1C(=O)Nc1cccc(F)c1 (centres undefined),-8,-3,-1,-2,-2,·,3,-1
Cc1ccccc1C(=O)c1cccn1CC(=O)NCCC1=CCCCC1,-1,·,·,·,1,·,-5,-3
CCOc1ccccc1NC(=O)CSc1nc(=O)n(CCCN2CCOCC2)c2c1CCCC2,10,-4,2,5,-1,-0.1,2,-1
CCOc1ccccc1-n1nnnc1SCC(=O)O,-11,-6,-3,-7,-2,-0.2,-8,-5
O=C(CSc1ncccn1)n1c2c(c3ccccc31)CCCC2,-7,4,-3,5,1,·,-3,-13
CC(=O)N1CCCCN2[C@@H](CO)[C@H](c3ccc(C#Cc4ccccc4F)cc3)[C@@H]2C1,10,-7,-2,·,0,0.6,6,6

# Record cards, as listed above. Values in the order: RAD52 anneal inh	RAD54 branch	PglD inh	esBAF inh	Casp6 inh	E-sel inducer	ERp5 inh	ARNT TACC3 PPI
# Profile of `C[C@@H]1CN([C@H](C)CO)C(=O)c2cccc(NC(=O)C3CCOCC3)c2O[C@@H]1CN(C)C(=O)Nc1ccccc1` : -9	-4	-3	2	1	-3.7	-2	-9
# Profile of `CC1CCCC(C)N1C(=O)c1ccc(S(=O)(=O)NCc2ccco2)cc1` (centres undefined) : -8	-10	0	-2	0	0.2	-9	10
# Profile of `Cc1ccccc1C(=O)c1cccn1CC(=O)NCCC1=CCCCC1` : -1	·	·	·	1	·	-5	-3

# New compounds follow
SMILES,RAD52 anneal inh,RAD54 branch,PglD inh,esBAF inh,Casp6 inh,E-sel inducer,ERp5 inh,ARNT TACC3 PPI
Cc1ccc2nc(-c3ccc(NC(=O)CN4CCN(C(=O)c5ccco5)CC4)cc3)sc2c1,·,-4,2,?,·,·,·,33
O=C(CSc1ccccc1)Nc1nnc(-c2ccco2)o1,-10,·,·,-1,0,0.1,0,42
C[C@H](CO)N1C[C@H](C)[C@H](CN(C)S(=O)(=O)c2ccc(F)cc2)Oc2ccc(NS(=O)(=O)c3ccc(F)cc3)cc2C1=O,-9,-14,5,0,-3,2.8,2,-3
COc1ccc(C#Cc2ccc3c(c2)O[C@H](CN(C)C(=O)c2ccccn2)[C@H](C)CN([C@@H](C)CO)S3(=O)=O)cc1,-60,-5,-1,-1,1,0.1,2,-1
O=C(O)C1CCN(c2ncccn2)CC1,·,0,1,-9,·,·,·,-1
CC1(Cc2ccc(Cl)cc2)C(=O)Nc2ccc(S(=O)(=O)NC3CCCCC3)cc21 (centres undefined),-8,-2,4,14,0,-0.7,-9,·
COc1ccc(CN(C)C[C@H]2OCCCC[C@@H](C)Oc3ccc(NC(=O)c4ccccc4)cc3C(=O)N([C@@H](C)CO)C[C@H]2C)cc1,6,-5,1,-9,0,0.1,1,1
CC(=O)CSc1ccc(-c2nc3ccccc3[nH]2)cn1,-16,6,-5,-19,0,·,-6,·
CCOC(=O)C1(Cc2ccccc2C(F)(F)F)CCN(C(C)CSC)CC1 (centres undefined),-17,-3,9,-5,1,2.9,-6,3
COc1ccc(CCNC(=O)C2CCCN(c3ncnc4c3nc3n4CCCCC3)C2)c(OC)c1 (centres undefined),-3,3,3,-3,2,4.1,-2,·
CCN(Cc1ccccc1)C(=O)c1cccc(S(=O)(=O)N2CCN(c3ccc(F)cc3)CC2)c1,2,·,·,-10,-73,-0.1,-1,1
C[C@@H]1CN([C@@H](C)CO)C(=O)c2cccc(NC(=O)Nc3ccc(C(F)(F)F)cc3)c2O[C@@H]1CN(C)Cc1ccc(C(F)(F)F)cc1,-12,4,2,2,-3,-0.4,3,0
COc1cc(/C(C)=N/NC(=S)NC(C)C)cc(OC)c1OC,13,·,·,·,2,-2.3,2,6
O=C(Cc1ccc(Br)cc1)NCCc1ccc(F)cc1,-5,-4,-1,8,0,·,-5,0
CCCN1[C@H](C(=O)NCCOC)[C@@H](CO)[C@@H]2Cn3c(ccc(-c4cccc(C(=O)N(C)C)c4)c3=O)[C@@H]21,9,1,2,-1,1,-0.3,0,-10
CCCNC(=O)[C@H]1[C@H](CO)[C@H]2Cn3c(ccc(-c4ccccc4)c3=O)[C@@H]1N2C(=O)Nc1ccccc1,1,12,2,-4,-2,-0.3,3,-13
Cc1c(N2C(=O)/C(=C\c3ccccc3O)SC2=S)c(=O)n(-c2ccccc2)n1C,-44,-11,5,·,2,-0.7,2,-10
Cc1noc(C)c1NC(=O)Nc1ccc2c(c1)C(=O)N([C@H](C)CO)C[C@@H](C)[C@H](CN(C)S(=O)(=O)c1cccs1)O2,11,11,-2,4,-2,-4.4,-1,0
COCCn1c(C)cc(C(=O)COC(=O)C2CC(=O)N(CCc3ccc(OC)c(OC)c3)C2)c1C (centres undefined),-15,·,·,·,4,0.4,-2,-12
Cn1cnc(S(=O)(=O)N2CC[C@@H]3[C@H](CO)Nc4ccc(C#Cc5ccccc5F)cc4[C@@H]32)c1,-31,2,0,3,4,3.3,0,2
O=C(CSc1ccccc1F)NCC1(N2CCCCC2)CCCCC1,-52,2,0,5,-4,-0.3,-1,·
COc1cccc(N2CCN(C(=O)/C=C/c3ccco3)CC2)c1,-7,·,·,·,1,-3.8,5,2
COc1cc(-c2nnc3sc(Cc4ccc(Cl)cc4)nn23)cc(OC)c1OC,-6,-14,2,-8,0,-0.1,1,-5
COc1cc(C(=O)N2CCN(Cc3ccccn3)CC2)cc(OC)c1OC,-8,2,-7,-7,1,-0.2,1,-10
CCC(=O)NCc1ccc2[nH]c(C)cc2c1,-10,·,·,·,6,·,-2,5
CCn1c(SCC(=O)Nc2ccc(N3CCOCC3)cc2)nnc1-c1ccc(OC)cc1,-18,·,·,·,-1,·,-5,-18
NCCOc1ccc(C23CC4CC(CC(C4)C2)C3)cc1,42,14,-9,-84,-3,1.2,0,3
COc1ccc(NC(=O)c2sc3ncn(CC(=O)N4CCCCC4)c(=O)c3c2C)cc1OC,8,1,2,2,7,·,-2,-4
CN1C[C@H](O)COC[C@@H]2O[C@@H](CC(=O)NC3CCC3)CC[C@H]21,3,-4,-3,1,2,0.1,2,0
Cc1ccc(NC(=O)c2cnccn2)nc1,-24,6,4,28,-4,-0.3,0,-10
CC(C)CC#Cc1cnc2c(c1)C(=O)N([C@@H](C)CO)C[C@H](C)[C@@H](CN(C)Cc1ccccc1F)O2,11,3,2,-1,-2,0.0,3,1
O=C(c1ccc(Cl)cc1)c1cnc(Nc2ccccc2Cl)s1,·,-4,-5,57*,·,·,·,-4
COC(=O)C[C@H]1CC[C@@H]2[C@H](COc3ccc(NS(=O)(=O)c4ccc(C)cc4)cc3C(=O)N2C)O1,-3,-3,-5,-2,-2,0.7,-2,-9
CCS(=O)(=O)Nc1ccc2c(c1)C(=O)N(C)[C@@H]1CC[C@H](CC(=O)N[C@H]3CCN(Cc4ccccc4)C3)O[C@@H]1CO2,1,11,3,0,-6,0.1,-4,5
COc1ccc2c3c(n(C)c2c1)[C@@H](CO)N(S(C)(=O)=O)CC31CCN(CC2CCCC2)CC1,12,·,·,·,-4,-0.3,-7,·
O=C(Nc1nc2c(s1)CCCC2)c1cccnc1,-10,·,·,·,3,·,3,-6
COc1ccc2c3c(n(C)c2c1)[C@H](CO)N(Cc1ccc(F)cc1)CC31CN(CC2CC2)C1,7,·,·,·,-1,0.8,-4,·
CN(C)c1ccc(CN(Cc2ccco2)C(=O)c2ccco2)cc1,-3,3,-3,4,2,0.0,5,-9
COC(=O)c1sc(S(=O)(=O)N2CCN(c3ccccc3F)CC2)c(C(=O)OC)c1C,-8,·,·,11,1,·,0,·
CCC(=O)Nc1ccc2c(c1)OC[C@@H](C)N(CC1CC1)C[C@@H](C)[C@H](OC)CN(C)C2=O,2,5,-4,-4,-1,-0.4,-3,-4
COC(=O)Cn1c(=O)c(=O)n(CC(=O)OC)c2ccccc21,-2,4,-2,-2,0,1.8,-5,-1
O=C(NCC[C@H]1CC[C@@H](NS(=O)(=O)c2cccc(F)c2)[C@H](CO)O1)C1CCCCC1,10,-2,0,3,1,-0.1,0,-11
O=C(CCNc1n[nH]c(=O)[nH]c1=O)N/N=C/c1ccc(C(F)(F)F)cc1,-7,·,·,·,2,·,-1,-4
O=S(=O)(c1ccc(Cl)nc1)N1CCc2ccccc21,-7,-5,0,·,-1,·,?,-6
O=C(Nc1ccccc1N1CCCC1)C1CCN(S(=O)(=O)c2ccc(F)cc2)CC1,-68,-5,5,-1,-1,9.8,1,-18
COc1ccc(NC(=O)N(C)C[C@@H]2OCCCC[C@H](C)Oc3ccc(NS(=O)(=O)c4ccc(OC)cc4)cc3C(=O)N([C@H](C)CO)C[C@H]2C)cc1,-22,·,·,·,4,-0.3,-3,·
Cc1ccc(N(CC(=O)NCc2ccc(F)cc2)C(=O)c2ccco2)cc1C,-4,-6,-2,-5,0,·,-5,-3
Cn1nc(C(=O)Nc2ccc(S(=O)(=O)N3CCCC3)cc2)ccc1=O,·,7,4,-7,·,·,·,-1
COc1cc(NC(=O)CCc2c(C)nn(-c3ccc(N4CCOCC4)nn3)c2C)cc(OC)c1OC,0,12,0,2,1,·,2,0

# Random draw from the library; any-hit rate near 3.2%.
